D1 agonist: agonists of human D1 dopamine receptor; P21728; HEK293 T-REx D1 cells, calcium flux, agonist mode; activation, % at 2 µM; hit rate 1% among 360,000; in the data active = activation above about 30%; also: 0% is about no effect
Target sequence (P21728 whole entry, looked up): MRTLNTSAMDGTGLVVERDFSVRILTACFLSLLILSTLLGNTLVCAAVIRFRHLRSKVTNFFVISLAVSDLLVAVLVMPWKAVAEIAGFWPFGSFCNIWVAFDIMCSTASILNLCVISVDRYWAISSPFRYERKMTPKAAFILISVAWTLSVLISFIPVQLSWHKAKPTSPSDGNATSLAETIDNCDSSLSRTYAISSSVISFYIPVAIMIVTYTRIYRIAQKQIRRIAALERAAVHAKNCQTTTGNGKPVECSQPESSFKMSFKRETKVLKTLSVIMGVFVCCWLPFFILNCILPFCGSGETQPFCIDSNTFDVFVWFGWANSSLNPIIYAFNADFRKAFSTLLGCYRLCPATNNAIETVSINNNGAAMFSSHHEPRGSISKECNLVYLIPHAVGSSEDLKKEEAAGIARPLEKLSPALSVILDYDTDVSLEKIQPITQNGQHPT
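Agonism was scored from calcium flux recorded over 180 s (1 read/s) after pintool compound addition, following a 10-cycle baseline. Cells were inducible force-coupled HEK293 TREx D1, plated overnight at 30 C and loaded with no-wash calcium dye.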
D2 antag: antagonists of human D2 dopamine receptor; HEK293 TREx D2 cells, calcium flux, dopamine EC80; inhibition, % at 10 µM; hit rate 2% among 340,000; AID 485344; in the data active = inhibition above about 30%; also: 0% is about no effect
Target sequence (P14416 whole entry, looked up): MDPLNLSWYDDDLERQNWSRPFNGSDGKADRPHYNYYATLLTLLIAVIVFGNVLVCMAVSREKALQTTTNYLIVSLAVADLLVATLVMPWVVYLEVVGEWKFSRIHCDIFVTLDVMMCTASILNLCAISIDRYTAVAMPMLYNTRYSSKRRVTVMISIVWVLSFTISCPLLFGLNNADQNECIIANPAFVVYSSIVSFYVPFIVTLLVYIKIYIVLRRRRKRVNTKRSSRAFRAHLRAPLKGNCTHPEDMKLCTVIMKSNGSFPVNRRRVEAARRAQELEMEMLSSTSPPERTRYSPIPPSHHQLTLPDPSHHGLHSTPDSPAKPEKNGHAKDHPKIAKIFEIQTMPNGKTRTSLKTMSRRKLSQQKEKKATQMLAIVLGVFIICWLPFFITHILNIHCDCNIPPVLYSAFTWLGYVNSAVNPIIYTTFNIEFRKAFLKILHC
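Calcium mobilization kinetics were recorded at 1 s intervals in tetracycline-induced HEK293 T-REx D2 cells, first for 180 s after compound addition and then 180 s after EC80 dopamine.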
TRHR PAM: allosteric enhancers of human TRH receptor | TRHR cells, fluo-8 calcium fluorescence, EC20 TRH enhancement | enhancement, % at 2 µM | AID 493056 | hit rate 0.66% among 360,000; in the data active = enhancement above about 30%; also: 0% is about no effect
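Enhancer read-out: after compound pinning and an initial kinetic agonist-mode read, an EC20 of TRH (10 nM final) was injected and fluo-8 calcium signal (Ex 480/Em 530) followed at 1 s/cycle for 100 cycles in TRHR-expressing cells.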
D1 antagonist: antagonists of human D1 dopamine receptor; HEK293 TREx D1 cells, calcium flux, dopamine EC80; stronger effect = lower value; activity change, negative = inhibition, % at 10 µM; hit rate 3.2% among 360,000; AID 504652; in the data active = activity change below about -30%; also: % is scaled to controls: 0 for no effect and ±100 for the full control effect
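Tetracycline-induced HEK293 Trex D1 cells, force-coupled to calcium, dye-loaded; compounds added and read 180 s, then EC80 dopamine added and calcium flux tracked kinetically another 180 s.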
RXFP1 ag: agonists of human relaxin receptor RXFP1. Potency, µM (highest dose often 57.5 µM), for inactives: at the highest dose activation, actives largely listed as activators. hit rate 0.3% among 370,000. HEK293T-RXFP1 cAMP TR-FRET, 30 min; response scale: percent of porcine relaxin response, buffer zero. Q9HBX9; active = well fitted activation curve with a large enough effect; inconclusive = small, poorly fitted or top-dose-only effect; also: potency is read from the fitted curve at half-maximal effect; % is scaled to controls: 0 for no effect and ±100 for the full control effect; nearly all actives have a fitted effect of over 60% in size; many of its hits are not listed in these tables
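Agonist response is measured as cAMP accumulation in an RXFP1-transfected HEK293T line under PDE4 inhibition. Values are scaled between buffer-only and 29 nM porcine relaxin, and EC50s come from standard Hill equation fits.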
D1 potentiator: enhances dopamine response at the human D1 receptor | hit rate 0.036% among 360,000 | potentiation, % at 10 µM | HEK293 TREx D1 cells, calcium flux, dopamine EC20 potentiation | P21728; in the data active = potentiation above about 30%; also: 0% is about no effect
D2 PAM: positively modulates the human D2 dopamine receptor allosterically; AID 485347; P14416; HEK293 T-REx D2, calcium flux, EC20 dopamine potentiation; potentiation, % at 10 µM; hit rate 0.34% among 340,000;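 active = potentiation over 3 SD above the plate norm, cut at about 30% in these data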; also: 0% is about no effect
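Tetracycline-induced Hek293 Trex D2 cells, force-coupled to calcium, loaded with no-wash calcium dye. Compound added with 180 s kinetic read for agonism, then EC20 dopamine and a further 180 s read for potentiation.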
D2 ag: agonists of human D2 dopamine receptor | P14416 | HEK293 T-REx D2 cells, calcium flux agonist mode | activation, % at 2 µM | hit rate 0.53% among 340,000 | AID 485358;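 active = activation over 3 SD above normal in the single-dose calcium agonist read, cut at about 30% in these data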; also: 0% is about no effect
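Calcium-flux readout, 1 cycle/sec over 180 s following compound pin transfer, in inducible HEK293 Trex D2 cells (force-coupled); dopamine controls included. Positive calcium responses during this window marked compounds as potential agonists.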
RXFP1 antag: blocks the human relaxin receptor RXFP1 | HEK293-RXFP1, relaxin-stimulated cAMP HTRF, 30 min; stronger effect = lower value | activity change, negative = inhibition, % at 57.5 µM | Q9HBX9 | hit rate 0.59% among 350,000;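 active = activity change of -60% or lower, but not beyond a set lower limit; inconclusive = change between -60% and -40%, or beyond the set limit; inactive = change above -40%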; also: % is scaled to controls: 0 for no effect and ±100 for the full control effect
* hit, by the source's call; ? = inconclusive; · = not tested or not shown; & = joins results of further samples. Some of the compounds tested. The share of hits here may be higher or lower than overall.

Sequence of screens – D1 antagonist, D2 antag, D2 ag, D1 potentiator, RXFP1 antag, D2 PAM, D1 agonist, RXFP1 ag, TRHR PAM
> CC(=O)c1cccc(N(C(=O)Cn2nnc3ccccc32)C(C(=O)NCc2ccccc2)c2ccccn2)c1 (stereo not drawn)
  -7.0, -13.3, 1.3, -4.4, -12.3, 12.7, 0.6, -1.1%, -10.2
> Cc1cc(C)c2c(n1)sc1c(=O)[nH]c(SCc3ccccc3)nc12
  -3.4, -0.4, 0.6, -4.5, -11.5, -2.0, 1.4, 0.7%, 1.0
> O=C(Nc1cc(S(=O)(=O)N2CCOCC2)ccc1N1CCCCC1)c1cc(-c2ccccn2)nc2ccccc12
  -1.7, -3.1, 10.7, -8.3, 2.9, -4.3, 4.0, 6.7%, -8.1
> O=C(Nc1ccc(O)cc1)c1ccccc1OCc1ccccc1
  6.2, -0.2, 0.6, -1.4, -9.8, 13.9, 2.8, -0.9%, -2.5
> Cc1cccc(CN2C(=O)NC(c3ccccc3)(c3ccccc3)C2=O)c1
  -6.3, 4.9, 1.0, -4.7, 11.8, -15.2, 0.2, 3.4%, -1.0
> N/C(=N\c1nc2ccccc2o1)NC(=O)/C=C/c1ccccc1
  3.3, -11.8, -0.3, 21.2, -4.5, -1.4, 6.2, -0.1%, 2.7
> N#Cc1ccccc1NC(=O)CSc1nc(-c2ccccc2)cc(C(F)(F)F)c1C#N
  14.9, ·, 11.2, -0.7, ·, -10.0, 132.6*, 28.3%, -2.7
> COc1cc(C(=O)N2CCN(c3ccc(C)cc3C)CC2)cc(OC)c1OC
  11.2, 3.6, -1.2, 0.1, ·, 1.9, -0.6, 0.3%, 2.3
> CCCC1(C(=O)OC)NC(c2ccc(OC)c(OC)c2)C2C(=O)N(c3cccc(C(C)=O)c3)C(=O)C21 (stereo not drawn)
  3.1, 2.6, 0.0, 0.2, 2.8, -1.0, 5.0, -0.1%, 3.4
> O=C(Oc1cccc(O)c1)C1CCCCC1
  -1.9, -3.6, 0.6, -1.4, ·, 2.9, 3.7, -0.6%, -1.1
> CCCCCn1c(SCCOCC)nc2c1c(=O)[nH]c(=O)n2C
  10.0, -14.8, 0.2, ·, -1.0, 5.1, 0.1, 1.2%, 6.6
> Cc1ccc(C=C2C(Cl)=C(Cl)C(Cl)=C2Cl)cc1
  1.9, 11.8, 0.5, 1.3, 9.5, 1.9, 0.8, -0.5%, 0.3
> COc1ccccc1CNC(=O)CSc1nnc2ccc(-c3cccnc3)nn12
  -9.4, -1.2, -0.7, -1.9, -0.3, -1.7, 1.8, 23.6%, 2.0
> Cc1cc2c(s1)c1cnn(Cc3c(F)ccc(F)c3F)c(=O)c1n2C
  4.1, ·, ·, -3.4, ·, ·, 0.4, ·, -1.5
> O=C(CCNS(=O)(=O)c1cccc2nonc12)NC1CCCCC1
  -2.1, 30.5*, -0.2, -1.2, 1.0, -4.9, -2.4, 2.5%, -2.7
> CCC(C)NC(=O)c1ccc(COc2ccccc2Cl)cc1 (stereo not drawn)
  ·, 16.6, -0.2, -0.7, -22.9, -13.9, -0.9, -1.4%, -7.9
> NS(=O)(=O)c1ccc(NC(=O)CSc2nc3c(c(=O)[nH]2)CCCC3)cc1
  10.7, 9.0, 5.8, 6.8, 6.1, ·, 0.1, 2.7%, 6.3
> Clc1cccc(Nc2ncnc3c2cnn3-c2ccccc2)c1
  -55.2*, -1.7, -1.7, -15.3, ·, -7.8, 6.1, 2.2%, 5.7
> O=C(NNc1ccccc1F)C1CCC1
  -7.3, -3.4, -0.3, -10.2, 1.9, 6.4, 0.8, -1.3%, 3.7
> COc1ccc(OC)c(NC(=S)N2CCN(c3ccccn3)CC2)c1
  6.0, 9.5, 9.0, -0.5, -6.5, -8.5, 0.3, 1.0%, -1.2
> CCc1c(C)nc2ncnn2c1NCc1cccs1
  -5.0, -5.2, 0.4, -11.6, -7.4, 4.8, 5.4, 1.2%, -3.4
> CCN1CCN(C(=O)/C(=C/c2cccs2)NC(=O)c2ccc(C)c(C)c2)CC1
  -2.0, 18.6, 0.2, -3.0, 2.2, -18.7, 0.9, -0.4%, -3.4
> CCn1nc(C)c(CNC(=O)c2cc(COc3cncc(Cl)c3)on2)c1C
  -10.5, -5.7, -1.1, -6.4, 4.6, 4.0, 2.1, -2.4%, -2.9
> COC(=O)C1=C(O)C2(C(=O)O)CC(C(=O)OC)=C(O)C(C(=O)O)(C1)C2
  -12.5, -0.3, 0.0, -0.1, 2.2, -0.4, 3.3, -0.8%, -2.2
> Cc1cccc(Cn2c(=O)n(CC3CCC(C(=O)N4CCC(C)CC4)CC3)c(=O)c3sccc32)c1 (stereo not drawn)
  -10.3, ·, 1.1, -2.0, -4.7, -5.6, -0.6, -1.3%, 5.9
> c1ccc(Cc2noc(CN3CCN(Cc4ccc5c(c4)OCO5)CC3)n2)cc1
  3.5, ·, ·, -2.8, 8.0, -4.2, 1.9, 0.5%, 0.6
> COc1cc(/C=C2\SC(=S)N(N3CCOCC3)C2=O)cc(OC)c1OC
  -13.1, ·, ·, 16.7, -1.1, ·, 7.6, -0.2%, -5.6
> O=C(Nc1ccc(F)cc1F)c1ccc2c(=O)n3c(nc2c1)CCCCC3
  0.3, ·, ·, -0.3, ·, ·, -0.4, -3.5%, -2.4
> COc1ccc(C(=O)CSc2nnc(C3CC3)n2N)cc1
  7.8, -2.7, -0.8, -2.9, -1.3, -4.1, 3.4, 0.7%, 1.2
> CCOc1ccccc1NS(=O)(=O)c1ccc(N2CCCCS2(=O)=O)cc1
  -15.6, ·, ·, 0.3, 3.8, -3.1, 25.0, 1.8%, 13.3

Full records, looked up by structure:
O=C(Nc1ccc(O)cc1)c1ccccc1OCc1ccccc1 is listed with D1 antagonist: 6.2; D2 antag: -0.2; D2 ag: 0.6; D1 potentiator: -1.4; RXFP1 antag: -9.8; D2 PAM: 13.9; D1 agonist: 2.8; RXFP1 ag: -0.9%; TRHR PAM: -2.5
CCC(C)NC(=O)c1ccc(COc2ccccc2Cl)cc1 (stereo not drawn) is listed with D1 antagonist: ·; D2 antag: 16.6; D2 ag: -0.2; D1 potentiator: -0.7; RXFP1 antag: -22.9; D2 PAM: -13.9; D1 agonist: -0.9; RXFP1 ag: -1.4%; TRHR PAM: -7.9

More structures
Sequence of screens – D1 antagonist, D2 antag, D2 ag, D1 potentiator, RXFP1 antag, D2 PAM, D1 agonist, RXFP1 ag, TRHR PAM
> COc1ccc(C(CNC(=O)CNS(=O)(=O)c2ccc(NC(C)=O)cc2)N2CCOCC2)cc1 (stereo not drawn)
  -22.5, -9.4, 0.3, 0.3, -13.0, -6.5, -0.7, -0.4%, 0.3
> Cc1occc1-c1nnc(SCC(=O)Nc2ccccc2)n1C
  5.1, 10.1, ·, -3.0, -1.0, 3.2, 0.7, 1.7%, -6.0
> Cc1ccnc(NC(=O)CNC(=O)c2ccc(Br)o2)c1
  -3.1, -14.6, -0.2, -3.4, 12.7, -10.2, -1.7, 0.0%, -2.1
> CS(=O)(=O)Nc1ccccc1C(=O)OCC(=O)N1CCC(c2ccccc2)=N1
  -8.1, 17.9, 0.5, -5.0, -2.5, 6.8, 7.1, 2.4%, -5.2
> COc1ccc(OC)c(NC(=O)CN2CCC(NC(=O)c3ccccc3C)CC2)c1
  0.9, -1.5, -0.5, -6.5, -3.1, -2.7, -0.1, 2.1%, 5.5
> CC(C)CCNC(=O)c1cnc2sc(N3CCCCCC3)nn2c1=O
  12.7, ·, 0.0, -7.0, -38.1, 7.0, 0.3, 2.3%, 2.1
> CC(Cl)C(=O)NNc1cccc(Cl)n1 (stereo not drawn)
  -4.1, 6.9, 0.1, -4.8, -2.0, -0.1, 3.5, 4.1%, 5.3
> COc1cccc(C(=O)Nc2ccc(N3CCCC3)cc2)c1
  -12.1, -7.5, -1.9, 3.5, -15.3, 8.8, 0.1, -0.2%, 2.0
> COc1ccc(CCNC(=O)CCc2ccc(S(=O)(=O)NCC(C)C)cc2)cc1
  9.0, 5.7, -0.3, -2.0, -3.2, 8.0, 2.2, 1.9%, -5.2
> CC(C)N(C(=O)CSc1nnc(NC(=O)Cc2cccs2)s1)C(C)C
  4.3, -10.1, 0.9, -2.1, 2.2, 6.2, 7.5, -2.9%, 2.5
> COC(=O)C1=C(C)N(Cc2ccccc2)C(=NCC(C)C)N[C@H]1c1cccc(F)c1
  -40.8*, ·, ·, -5.3, ·, ·, 81.5*, -0.1%, 12.6
> CCOC(=O)C1CCN(C(=O)CCn2c(=O)[nH]c3ccsc3c2=O)CC1
  -37.0*, -4.6, -0.5, -7.3, 0.3, -1.6, 2.4, -0.2%, 3.4
> Cc1ccc(C)c(CSc2c(C(C)C)cnc3c2c(=O)n(C)c(=O)n3C)c1
  21.7, ·, -0.2, 2.9, -8.4, ·, 0.9, 0.8%, 11.3
> O=C(COC(=O)c1ccc(S(=O)(=O)NCc2ccco2)cc1)Nc1ccc(Cl)cn1
  14.3, -2.7, 0.5, 11.9, ?, 2.6, 3.1, 14.7%, 5.8
> Cc1c(CCOC(=O)C2C3CC4CC(C3)CC2C4)sc[n+]1CC(=O)c1ccc(Br)cc1 (stereo not drawn)
  1.8, 6.2, 0.6, 0.1, -21.8&-25.5, 7.3, -0.1, -4.2%, 4.6
> COc1ccc2c3n([n+]([O-])c2c1)CCN=C3c1cc(Cl)c(N)c(Cl)c1
  -0.8, 1.4, 0.1, 1.6, ·, 8.0, 0.8, 1.1%, 0.9
> Cc1cc2c(NC(=O)Nc3ccc(F)cc3)cccc2nn1
  -4.5, -31.4, -0.6, -2.6, -0.7, -2.6, 2.3, 4.0%, 1.0
> Cc1ccc(S(=O)(=O)Nc2ccc3c(c2)OCCO3)cc1
  -20.7, 13.0, -0.2, 3.3, 6.4, -5.1, 8.2, -1.3%, 0.5
> CCOC(=O)c1noc2ncn(CC(=O)Nc3cccc(Cl)c3)c(=O)c12
  -7.4, ·, 1.0, 0.9, ·, 10.7, 4.9, -0.3%, 5.6
> COCCCn1c(Cc2csc(Nc3ccc(F)cc3)n2)nnc1SCC(N)=O
  -2.7, 20.8, -0.6, 0.2, 7.1, -2.1, 1.6, -0.4%, -4.5
> COc1cc(CCC(=O)N2CCN(c3ccccc3)CC2)cc(OC)c1OC
  4.0, 5.3, 0.9, -6.3, 3.1, -7.5, 1.1, 1.9%, 3.1
